Screening data (PubChem)
UBC13 polyUb – blocks human UBC13 polyubiquitin chain formation | P61088 | TR-FRET | inhibition, % at 20 µM | 0.47% of 330,000 active | AID 485273; in the data active = inhibition above about 45%, passing the limit was not always enough
SENP8 block-1 – inhibitors of human SENP8 protease. AID 2540. Q96LD8. 1.2% of 330,000 active. purified SENP8, Z-RLRGG-aminoluciferin cleavage, luminescence. inhibition, % at 10 µM; in the data active = inhibition above about 50%
SENP1 inh – inhibitors of human SENP1 SUMO protease catalytic domain; Q9P0U3; recombinant SENP1 catalytic domain, CyPet-SUMO1-YPet FRET cleavage; inhibition, % at 10 µM; 0.21% of 360,000 active; AID 624204;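 active = inhibition at least 30% at 10 µM, raw YFP signal under a set limit, fluorescence ratio 0.5 to 1.5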;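 also: 0% = enzyme with DMSO and 100% = no enzyme wells; some results filed as inactive read as strong as hits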
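Test system: recombinant human SENP1 catalytic domain, His6-tagged / Medium: pH 8 Tris buffer with EDTA, NaCl, BME, BSA, NP40, catalase / Also added: SUMO1 FRET substrate flanked by Cypet and Ypet, 25 nM / Times: 50 min reaction at room temperature / Signal: FRET, CFP and YFP emission / Control set: no-enzyme low control and enzyme-plus-DMSO high control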
SENP7 block – SENP7 protease inhibition; Q9BQF6; inhibition, % at 5 µM; AID 434973; 1.5% of 330,000 active; recombinant SENP7, Z-RLRGG-aminoluciferin luminescence, 40 min;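 active = inhibition above about 50% at the single test dose, limit read from the data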;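 also: plate controls were DMSO with enzyme for no effect and no enzyme buffer wells for full effect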
A3G deaminase – APOBEC3G (human) deaminase inhibition | 0.28% of 330,000 active | AID 493012 | recombinant A3G, ssDNA deamination FAM/TAMRA fluorescence | inhibition, % at 20 µM;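 active = inhibition of at least 40% at 20 µM, with no more than 30% in the related APOBEC3A deaminase screen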;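 also: plate controls were DMSO wells with A3G for no effect and wells lacking A3G enzyme for full effect; some compounds called inactive have numbers as strong as hits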
Apaf1 inhib – human Apaf-1 inhibition | O14727 | reconstituted apoptosome caspase-3 activity, DEVD-Rh110 fluorescence | inhibition, % at 20 µM | 0.71% of 330,000 active | AID 489030; active = inhibition of at least 40% at 20 µM;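 also: plate controls were DMSO wells for no effect and DEVD-CHO caspase inhibitor wells for full effect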
Target sequence (O14727 whole entry, looked up): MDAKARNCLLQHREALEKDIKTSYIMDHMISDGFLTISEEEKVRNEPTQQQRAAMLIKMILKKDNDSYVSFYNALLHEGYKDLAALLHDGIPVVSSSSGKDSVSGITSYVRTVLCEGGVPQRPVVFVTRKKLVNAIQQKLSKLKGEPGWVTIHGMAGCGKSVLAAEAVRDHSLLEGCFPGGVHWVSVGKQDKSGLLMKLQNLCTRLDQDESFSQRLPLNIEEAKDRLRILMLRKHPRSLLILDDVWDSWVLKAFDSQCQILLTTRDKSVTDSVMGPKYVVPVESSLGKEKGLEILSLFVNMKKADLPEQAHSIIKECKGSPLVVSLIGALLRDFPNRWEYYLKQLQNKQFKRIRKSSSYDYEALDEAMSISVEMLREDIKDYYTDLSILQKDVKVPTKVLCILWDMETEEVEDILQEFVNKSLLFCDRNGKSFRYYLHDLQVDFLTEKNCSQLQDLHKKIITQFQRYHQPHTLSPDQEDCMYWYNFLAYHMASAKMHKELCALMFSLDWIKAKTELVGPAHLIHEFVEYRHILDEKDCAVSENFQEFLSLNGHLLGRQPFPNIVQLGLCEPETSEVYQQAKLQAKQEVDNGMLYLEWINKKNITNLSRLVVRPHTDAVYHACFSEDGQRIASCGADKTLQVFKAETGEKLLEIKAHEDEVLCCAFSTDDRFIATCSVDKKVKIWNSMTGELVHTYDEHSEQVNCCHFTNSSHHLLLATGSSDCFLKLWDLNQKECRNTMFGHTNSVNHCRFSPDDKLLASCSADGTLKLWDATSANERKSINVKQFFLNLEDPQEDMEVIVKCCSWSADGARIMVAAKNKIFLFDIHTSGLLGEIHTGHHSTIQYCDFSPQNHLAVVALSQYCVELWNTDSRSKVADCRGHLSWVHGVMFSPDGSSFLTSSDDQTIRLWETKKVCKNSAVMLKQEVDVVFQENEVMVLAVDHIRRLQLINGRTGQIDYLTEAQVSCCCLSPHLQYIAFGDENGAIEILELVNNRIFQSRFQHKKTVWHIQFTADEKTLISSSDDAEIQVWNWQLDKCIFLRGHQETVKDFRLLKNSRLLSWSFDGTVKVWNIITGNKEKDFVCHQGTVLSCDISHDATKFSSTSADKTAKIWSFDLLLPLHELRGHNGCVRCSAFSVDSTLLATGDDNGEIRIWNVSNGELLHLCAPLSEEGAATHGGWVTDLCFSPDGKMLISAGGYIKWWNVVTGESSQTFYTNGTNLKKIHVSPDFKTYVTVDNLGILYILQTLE
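System: Apoptosome proteins | Medium: Hepes pH 7.5 with detergent and BSA | Also added: Cytochrome c trigger plus (Z-DEVD)2-Rh110 caspase-3 substrate | Incubation: 30 min compound preincubation, 50 min activation, room temperature | Detection: Rhodamine 110 fluorescence at Ex 480/Em 540 nm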
SENP8 block-2 – SENP8 (human) protease inhibition; Q96LD8; AID 602440; 0.64% of 360,000 active; inhibition, % at 20 µM; recombinant SENP8, Nedd8 substrate fluorescence; in the data active = inhibition mostly above about 40%, no sharp cut-off; inactive = mostly below about 27%
SENP6 inh – SENP6 protease inhibition | AID 2599 | 1.8% of 330,000 active | Recombinant SENP6 catalytic domain, aminoluciferin luminescence | inhibition, % at 10 µM;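 active = inhibition above about 50% at the single tested dose, limit read from the data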;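 also: plate controls were DMSO wells with enzyme for no effect and DMSO wells lacking enzyme for full effect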
Numbers without * were called inactive. Rows were taken by chance; 3.6% or so of the library scored in one or more.

entry	molecule	UBC13 polyUb	SENP8 block-1	SENP1 inh	SENP7 block
1	COc1ccc(-c2nnc(SCC(=O)Nc3cc(C)on3)n2C)cc1OC	-4.3	4.3	0.0	3.5
2	COc1ccc(S(=O)(=O)NCC(c2cccnc2)N2CCN(C)CC2)cc1OC (stereo unspecified)	6.9	4.0	-7.5	-9.3
3	CCCN(CC(=O)Nc1ccccc1C)C(=O)c1ccc(C)c(S(=O)(=O)N2CCCCC2)c1	0.8	2.5	-0.4	6.5
4	CCOc1ccc(Nc2nc(N)c([N+](=O)[O-])c(NCc3ccccc3)n2)cc1	5.1	0.6	2.1	3.0
5	Cc1cc(NC(=O)c2ccco2)c(=O)n(Cc2c(F)cccc2Cl)c1	0.6	4.0	-0.2	-0.3
6	Cc1ccc2occ(/C=N/NC(=O)[C@@H](N)Cc3ccccc3)c(=O)c2c1	3.0	-0.9	-1.0	-2.6
7	O=C(c1cccc([N+](=O)[O-])c1)N1CCN(Cc2ccccc2)CC1	-2.1	0.2	-0.9	6.7
8	CCN(CC)CCN1CCn2c3c(c4cc(C)ccc42)CCCC31 (stereo unspecified)	-12.0	7.6	24.4	10.2
9	CCOC(=O)C(NC(=O)Nc1ccc(F)cc1F)(Oc1ccc(F)cc1)C(F)(F)F (stereo unspecified)	-0.8	-7.2	3.3	4.6
10	CCOC(=O)c1ccc(NC(=O)c2cnccn2)cc1	-20.3	-19.0	-2.3	-7.0
11	Cc1cccn2cc(CCNC(=O)c3ccc(Br)o3)nc12	-10.3	-8.5	-0.8	-24.8
12	CCc1ccc(NC(=O)C(C)OC(=O)CCC(=O)c2cccs2)cc1 (stereo unspecified)	2.6	-6.4	3.1	9.3
13	O=C(COc1ccccc1)Nc1ccc2oc(=O)ccc2c1	7.7	1.3	0.4	-1.2
14	CCOc1ccccc1NC(=O)C1CCCN(S(=O)(=O)c2cccc3nsnc23)C1 (stereo unspecified)	-2.5	2.2	0.7	-1.5
15	CCNC(=O)COc1ccc(F)cc1C(=O)c1cnn(-c2ccccc2)c1	1.8	-3.4	0.2	-1.5

entry	A3G deaminase	Apaf1 inhib	SENP8 block-2	SENP6 inh
1	0.3	4.5	0.2	-1.6
2	-1.8	8.2	8.8	4.8
3	-7.0	15.0	-3.6	-4.9
4	-9.9	7.7	32.7	-19.3
5	-3.4	-2.4	-44.9	-16.4
6	-8.9	-8.6	-34.0	-16.8
7	-1.2	5.8	13.5	-7.0
8	4.2	27.6	-166.3	-1.4
9	-1.1	9.7	11.6	-8.8
10	-2.2	-2.7	-10.4	-19.5
11	-9.9	12.6	-81.3	1.7
12	-0.5	3.3	4.1	3.3
13	-9.9	7.9	-137.7	0.3
14	-2.0	3.3	14.0	-2.1
15	-4.8	10.1	-1.4	-8.4

A few values from the list.
Apaf1 inhib, entry 13 reads 7.9
SENP7 block, entry 5 reads -0.3

Other records follow.
entry	molecule	UBC13 polyUb	SENP8 block-1	SENP1 inh	SENP7 block
16	CC(Oc1ccc(Cl)cc1)C(=O)Nc1ncccn1 (stereo unspecified)	-1.8	-4.4	2.4	2.1
17	COCCCNC(=S)N(Cc1ccccc1)Cc1nc2ccccc2c(=O)[nH]1	12.4	-6.0	2.4	-7.7
18	CCN(CC)c1nc(-c2ccccc2)ncc1S(=O)(=O)c1ccc(C)cc1	5.2	4.9	1.6	8.5
19	CC(=O)Nc1ccc(S(=O)(=O)N(C)S(=O)(=O)c2ccc(F)cc2)cc1	0.1	6.0	0.4	2.3
20	CC(C)c1nc2cc(C(=O)N3CCNC(=O)C3c3cccc(F)c3)ccc2o1 (stereo unspecified)	-5.7	-3.5	0.8	0.3
21	Cc1ccc(S(=O)(=O)N2CCOCC2)cc1C(=O)NC1=NCCS1	8.3	4.7	-0.8	-6.6
22	CCCn1cc(CN2CCc3ccc(NC(=O)C4CCCO4)cc3C2)c(C)n1 (stereo unspecified)	1.5	7.5	-8.5	-5.5
23	CCOC(=O)Nc1ccc2c(c1)N(C(=O)C(C)N1CCCC1)c1ccccc1CC2 (stereo unspecified)	3.0	-1.8	-0.2	-1.7
24	CC(C)N1C(=O)C(=O)N(CC(=O)N2CCc3ccccc32)C1=O	2.3	5.1	0.1	-0.1
25	CCN(CC)C(=O)Cn1cc(C(=O)C(=O)N2CCN(C)CC2)c2ccccc21	-5.8	-8.7	-5.5	8.9
26	Cc1noc(/C=C/NCc2cccnc2)c1S(=O)(=O)N(C)CC(=O)N1CCc2ccccc21	1.9	-11.4	1.1	-17.4
27	COc1ccc(S(=O)(=O)N2CCOCC2)cc1NC(=O)CSc1nnc(C2CC2)n1C1CC1	7.5	0.3	0.3	-2.5
28	Cc1noc(C)c1S(=O)(=O)Nc1ccc(C(=O)NC2CCCCC2C)cc1 (stereo unspecified)	3.5	-9.0	-0.6	-1.8
29	O=c1ccc2cc(S(=O)(=O)N3CCOCC3)ccc2o1	3.7	19.9	-2.3	-4.1

entry	A3G deaminase	Apaf1 inhib	SENP8 block-2	SENP6 inh
16	-7.6	-22.9	2.9	-22.8
17	-5.3	1.3	-94.9	-11.3
18	9.2	19.9	-3.6	10.4
19	-7.0	-15.1	3.1	-6.7
20	0.0	-1.4	9.2	7.2
21	-8.1	-9.5	0.0	-12.9
22	-6.0	-6.4	-13.1	2.6
23	-2.5	-21.0	3.5	-20.9
24	-9.3	-1.7	3.9	-4.0
25	-5.6	-8.9	-3.1	-2.6
26	-4.5	20.5	3.3	-3.8
27	-7.8	-7.3	23.3	-9.4
28	-3.1	-9.3	27.0	0.1
29	-3.4	-5.9	10.5	12.1

12 entries already listed, ordered by length of the SMILES, highest first:
entry	molecule	UBC13 polyUb	SENP8 block-1	SENP1 inh	SENP7 block
26	Cc1noc(/C=C/NCc2cccnc2)c1S(=O)(=O)N(C)CC(=O)N1CCc2ccccc21	1.9	-11.4	1.1	-17.4
27	COc1ccc(S(=O)(=O)N2CCOCC2)cc1NC(=O)CSc1nnc(C2CC2)n1C1CC1	7.5	0.3	0.3	-2.5
23	CCOC(=O)Nc1ccc2c(c1)N(C(=O)C(C)N1CCCC1)c1ccccc1CC2 (stereo unspecified)	3.0	-1.8	-0.2	-1.7
14	CCOc1ccccc1NC(=O)C1CCCN(S(=O)(=O)c2cccc3nsnc23)C1 (stereo unspecified)	-2.5	2.2	0.7	-1.5
20	CC(C)c1nc2cc(C(=O)N3CCNC(=O)C3c3cccc(F)c3)ccc2o1 (stereo unspecified)	-5.7	-3.5	0.8	0.3
28	Cc1noc(C)c1S(=O)(=O)Nc1ccc(C(=O)NC2CCCCC2C)cc1 (stereo unspecified)	3.5	-9.0	-0.6	-1.8
22	CCCn1cc(CN2CCc3ccc(NC(=O)C4CCCO4)cc3C2)c(C)n1 (stereo unspecified)	1.5	7.5	-8.5	-5.5
15	CCNC(=O)COc1ccc(F)cc1C(=O)c1cnn(-c2ccccc2)c1	1.8	-3.4	0.2	-1.5
24	CC(C)N1C(=O)C(=O)N(CC(=O)N2CCc3ccccc32)C1=O	2.3	5.1	0.1	-0.1
21	Cc1ccc(S(=O)(=O)N2CCOCC2)cc1C(=O)NC1=NCCS1	8.3	4.7	-0.8	-6.6
29	O=c1ccc2cc(S(=O)(=O)N3CCOCC3)ccc2o1	3.7	19.9	-2.3	-4.1
16	CC(Oc1ccc(Cl)cc1)C(=O)Nc1ncccn1 (stereo unspecified)	-1.8	-4.4	2.4	2.1

entry	A3G deaminase	Apaf1 inhib	SENP8 block-2	SENP6 inh
26	-4.5	20.5	3.3	-3.8
27	-7.8	-7.3	23.3	-9.4
23	-2.5	-21.0	3.5	-20.9
14	-2.0	3.3	14.0	-2.1
20	0.0	-1.4	9.2	7.2
28	-3.1	-9.3	27.0	0.1
22	-6.0	-6.4	-13.1	2.6
15	-4.8	10.1	-1.4	-8.4
24	-9.3	-1.7	3.9	-4.0
21	-8.1	-9.5	0.0	-12.9
29	-3.4	-5.9	10.5	12.1
16	-7.6	-22.9	2.9	-22.8
